From PubChem BioAssay
Sm TGR block – S. mansoni TGR enzyme inhibition; purified TGR, DTNB reduction, TNB absorbance 405 nm; AID 485364; Q962Y6; actives 3% (n = 360,000); Potency, µM (titrated, usually from 114 µM), for inactives: at the top dose activity change, negative = inhibition, most hits filed as inhibitors; note: potency is the fitted concentration of half-maximal effect; nearly all actives have a fitted effect of over 60% in size
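Kinetic colorimetric format: TGR-catalysed, NADPH-driven DTNB reduction monitored via TNB absorbance. Enzyme dispensed at 20 nM; compound exposure 15 min at room temperature before reaction start.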
AmpC no deterg – inhibitors of E. coli AmpC beta-lactamase without detergent; P00811; AmpC nitrocefin hydrolysis, absorbance 480 nm, 0.0001% Triton; Potency, µM (top dose mostly 57.1 µM), without a hit: at the top dose activity change, negative = inhibition, usual class: inhibitors; actives 0.52% (n = 330,000); AID 485341;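 note: potency is the fitted concentration of half-maximal effect; plate controls were no compound for no effect and no enzyme for full effect; nearly all actives have a fitted effect of over 20% in size; some results filed as inactive show a strong effect at the top dose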
Target sequence (P00811 whole entry, looked up): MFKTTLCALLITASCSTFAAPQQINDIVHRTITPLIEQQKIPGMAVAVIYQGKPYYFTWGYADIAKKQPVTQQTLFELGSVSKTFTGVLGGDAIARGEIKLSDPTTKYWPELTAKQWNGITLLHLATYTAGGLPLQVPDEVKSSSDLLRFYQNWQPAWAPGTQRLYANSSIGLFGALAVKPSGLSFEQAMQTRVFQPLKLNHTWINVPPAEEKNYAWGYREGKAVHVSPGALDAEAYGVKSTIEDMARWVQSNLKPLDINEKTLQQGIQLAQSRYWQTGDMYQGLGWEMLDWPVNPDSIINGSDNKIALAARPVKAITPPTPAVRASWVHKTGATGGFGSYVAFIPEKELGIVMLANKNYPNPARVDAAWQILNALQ
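20 mM phosphate pH 7.0 + 0.01% (detergent screen) or 0.0001% Triton X-100; 5.3 nM AmpC reagent; cpd preinc 15 min RT; nitrocefin (800 uM stock) to start; A480 q20 s × 4 min; Activity was normalised to no-enzyme and no-compound control wells.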
HCMV inh – human cytomegalovirus inhibition | HFF cells, HCMV-luciferase reporter, 72 h; active compounds read low | actives 4.5% (n = 410,000) | activity change, negative = inhibition, % at 57.5 µM; in the data active = activity change below about -60%; inconclusive = no clear call, values can overlap the other calls; inactive = above about -39%
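Two-dose cell screen: HFF monolayers treated with compounds and infected with luciferase-expressing HCMV at 1 PFU/cell, 72 h at 37C, then lysed for luciferase measurement.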
HCV inhibitor – HCV inhibition | Huh7.5.1 HCVcc-Cre infection, luciferase reporter, 44 h | Potency, µM (series often up to 41.8 µM), for inactives: at the top dose activity change, negative = inhibition, hits mostly inhibitors | actives 3.4% (n = 340,000); note: potency is the fitted concentration of half-maximal effect
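Infectious HCVcc-Cre (~0.5 moi) was added to cells just after compound, with cells seeded 4 h earlier at 1,000 per well. Luciferase activity after 44 h culture reported infection; substrate was incubated 15 min at room temperature before reading.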
AmpC inh detg – AmpC beta-lactamase inhibition with detergent present | P00811 | actives 0.041% (n = 370,000) | Potency, µM (titrated, usually from 114 µM), without a hit: top-dose activity change, negative = inhibition, actives largely listed as inhibitors | AmpC hydrolysis of nitrocefin, absorbance 480 nm, 0.01% Triton;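 note: potency is the fitted concentration of half-maximal effect; 0% = no-compound wells and -100% = no-enzyme wells; nearly all actives have a fitted effect of over 25% in size; some results filed as inactive show a strong effect at the top dose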
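20 mM phosphate pH 7.0 + 0.01% (detergent screen) or 0.0001% Triton X-100; 5.3 nM AmpC reagent; cpd preinc 15 min RT; nitrocefin (800 uM stock) to start; A480 q20 s × 4 min; Activity was normalised to no-enzyme and no-compound control wells.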
Giardia FBPA inh – blocks Giardia fructose-bisphosphate aldolase activity | Potency, µM (top dose mostly 59.6 µM), without a hit: at the top dose activity, negative = inhibition, usual class: inhibitors | A8B2U2 | actives 0.71% (n = 290,000) | AID 2451 | purified Giardia FBPA; note: potency is the fitted concentration of half-maximal effect; nearly all actives have a fitted effect of over 55% in size
Target sequence (A8B2U2 whole entry, looked up): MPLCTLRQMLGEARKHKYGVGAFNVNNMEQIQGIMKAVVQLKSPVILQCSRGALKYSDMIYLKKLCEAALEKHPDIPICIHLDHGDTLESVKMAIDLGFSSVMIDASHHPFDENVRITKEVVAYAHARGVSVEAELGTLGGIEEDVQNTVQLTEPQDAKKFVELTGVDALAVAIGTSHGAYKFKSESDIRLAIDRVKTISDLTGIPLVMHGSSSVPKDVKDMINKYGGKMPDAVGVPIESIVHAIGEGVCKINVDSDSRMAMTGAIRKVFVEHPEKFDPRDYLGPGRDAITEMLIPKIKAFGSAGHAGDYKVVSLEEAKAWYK
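40 nM FBPA preincubated 10 min at RT with compound (up to 57.5 uM final), then substrate plus GAPDH/TPI/NAD/arsenate coupling and diaphorase/resazurin added. Fluorescence read after 20 min at RT, 525/598 nm.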
* hit, by the source's call; ? = inconclusive; . = not tested or not shown; & = joins results of further samples; [ ] = another dose, or the depositor's remark. Unless noted, calls come from the whole dose curve; as a rule, active = well fitted curve in the direction sought with a large enough effect; inconclusive = small, poorly fitted or top-dose-only effect, or another doubt; inactive = no such curve, though single readings can be large; an effect the other way counts as inactive or inconclusive. Unless noted, % is set by controls: 0 for no effect and ±100 for the full control effect.

Field names: A = Sm TGR block; B = AmpC no deterg; C = HCMV inh; D = HCV inhibitor; E = AmpC inh detg; F = Giardia FBPA inh
c1cc(Nc2ncnc3sccc23)cc(-c2nnc3n2CCCCC3)c1
  A: -10% | B: -17% | C: -33 | D: 10µM* | E: -13% | F: -4%
Cc1ccc(C)c(Cn2ncc3ccccc32)c1
  A: -27% | B: -11% | C: -9 | D: 4% | E: -5% | F: -5%
O=C(Nc1cccc(F)c1)c1ccc2snnc2c1
  A: 1% | B: . | C: 24 | D: . | E: 16% | F: .
CC(=O)c1cc2c(cc1NC(=O)c1ccc(C)cc1)OCO2
  A: -4% | B: -19% | C: . | D: 17% | E: 0% | F: 1%
CCOC(=O)c1sc(NC(=O)CCN2C(=O)c3cccc([N+](=O)[O-])c3C2=O)c(C(=O)OCC)c1C
  A: -5% | B: -23% | C: 2 | D: -6% | E: -9% | F: 7%
COc1cc(O)c(C(CCN2CCCC2)c2ccc3c(c2)OCO3)c(OC)c1 (stereo unspecified)
  A: 0% | B: 9% | C: 11 | D: -12% | E: -6% | F: -6%&-11%
COc1ccc(-c2noc(CSc3nc(N)cc(=O)[nH]3)n2)cc1
  A: -12%&9% | B: -28% | C: -28&-1 | D: 25µM* | E: -3%&-7% | F: 1%
CCOC(=O)c1cnc2ccc(OCC)cc2c1N1CCN(c2cccc(Cl)c2)CC1
  A: 6% | B: . | C: 40 | D: . | E: 1% | F: .
Cn1cnc([N+](=O)[O-])c1NC(C)(C)C
  A: 5% | B: -4% | C: -16 | D: 11% | E: ? | F: 1%
CCn1nnnc1-c1ccc(OC)c(S(=O)(=O)NCCc2ccccc2)c1
  A: -3% | B: -1% | C: -5 | D: -12% | E: -15% | F: 2%
COC(=O)c1cc(C(=O)OCC(=O)NC(=O)c2ccccc2)cc([N+](=O)[O-])c1
  A: -2% | B: 42% | C: 2 | D: -7% | E: ? | F: .
COc1ccc(OCCCC(=O)Nc2cccc([N+](=O)[O-])c2)cc1
  A: -18% | B: -27% | C: -33 | D: 3% | E: -4% | F: -9%
Cc1nn(Cc2ccccc2)c2c1C(c1ccc(Cl)cc1)C(C#N)=C(N)O2 (stereo unspecified)
  A: -32% | B: -22% | C: -16 | D: 2% | E: -13% | F: -29%
CCCCOC(=O)c1ccccc1C(=O)OCc1ccccc1
  A: 2% | B: -10% | C: -8 | D: -4% | E: 3% | F: .
Cc1cccc(C(=O)Nc2sc3c(c2C(=O)O)CCCC3)c1
  A: -13%&4% | B: -24% | C: -6&30 | D: ? | E: -3%&9% | F: -25%
Cc1nc2ccccc2c(=O)n1NC(=O)C1CC1C (stereo unspecified)
  A: 10% | B: -17% | C: -36 | D: 7% | E: -8% | F: 4%
OCCCNC(=S)Nc1ccc2nccnc2c1
  A: -35% | B: -8% | C: 0 | D: -4% | E: -5% | F: ?
Cc1cc(C)n(-c2ccc(C)c(Cl)c2)n1
  A: 2% | B: 1% | C: 2 | D: 2% | E: -3% | F: 1%
COc1ccc(S(=O)(=O)CCC(=O)N2CCN(c3ccc(F)cc3)CC2)cc1
  A: -22% | B: 32% | C: -11 | D: 14% | E: 4% | F: 8%
O=C(NCc1ccc(F)cc1)C1CCCN(c2nc3ccsc3c(=O)s2)C1 (stereo unspecified)
  A: 3% | B: -4% | C: -30 | D: 2% | E: ? | F: 4%
COc1ccc(NC(=O)NCc2ccncc2)cc1
  A: 9% | B: -15% | C: 7 | D: -1% | E: 6% | F: -2%
O=C(O)CCCCCN1C(=O)C(=O)/C(=C(/O)c2ccccc2)C1c1ccccc1 (stereo unspecified)
  A: -9% | B: -20% | C: -25 | D: 33% | E: ? | F: 11%
CC(=O)c1ccc(N2CCN(C(=O)c3n[nH]c4ccccc34)CC2)cc1
  A: 5% | B: -21%[11.4 µM] | C: -1 | D: -21% | E: -7% | F: 1%
CC(=O)N(CCCCl)C(C#N)c1ccccc1 (stereo unspecified)
  A: 3% | B: -17% | C: -17 | D: 17% | E: -21% | F: 5%
CCn1c(CNc2ccc(F)cc2)nnc1SCC(=O)Nc1ccc(OC)cc1
  A: -11% | B: -23% | C: -5 | D: -7% | E: ? | F: -3%

Structures above containing an NH in an aromatic ring, in the order listed:
Field names: A = Sm TGR block; B = AmpC no deterg; C = HCMV inh; D = HCV inhibitor; E = AmpC inh detg; F = Giardia FBPA inh
COc1ccc(-c2noc(CSc3nc(N)cc(=O)[nH]3)n2)cc1
  A: -12%&9% | B: -28% | C: -28&-1 | D: 25µM* | E: -3%&-7% | F: 1%
CC(=O)c1ccc(N2CCN(C(=O)c3n[nH]c4ccccc34)CC2)cc1
  A: 5% | B: -21%[11.4 µM] | C: -1 | D: -21% | E: -7% | F: 1%

(cont.)
Field names: A = Sm TGR block; B = AmpC no deterg; C = HCMV inh; D = HCV inhibitor; E = AmpC inh detg; F = Giardia FBPA inh
CCOc1ncccc1C(=O)OCC(=O)Nc1cc(S(=O)(=O)N(CC)CC)ccc1C
  A: -3% | B: 14% | C: -14 | D: -9% | E: 2% | F: 1%
CCCn1c(SCC(=O)N(C)C2CCS(=O)(=O)C2)nc2sc3c(c2c1=O)CCC3 (stereo unspecified)
  A: . | B: 113%[activator] | C: -21 | D: ? | E: . | F: .
COc1ccc(NC(=O)CCC(=O)NCCO)cc1
  A: -1% | B: 46% | C: -25 | D: 1% | E: -2% | F: -3%
CCOc1ccc(S(=O)(=O)NCCC(=O)NCCc2ccc(OCC)c(OCC)c2)cc1
  A: 3.2µM* | B: ? | C: 4 | D: ? | E: 3% | F: .
O=C(NCc1ccccc1F)c1cccc(S(=O)(=O)NCc2ccccc2)c1
  A: 2% | B: -40% | C: 0 | D: -9% | E: -7% | F: .
CCCCON1C(=O)c2cccc3cccc(c23)C1=O
  A: 4% | B: -10% | C: 39 | D: 7% | E: 1% | F: 24%
Cc1ccc(N(C(=O)c2csnn2)C(C(=O)NC2CCCC2)c2ccccn2)cc1 (stereo unspecified)
  A: 1% | B: 4% | C: 0 | D: 8% | E: -11% | F: -1%
Cc1ccc(NC(=O)CN2C(=O)CSc3ccc(S(=O)(=O)N4CCCCC4)cc32)cc1
  A: 3% | B: ? | C: -34 | D: ? | E: -3% | F: 0%
C/C(=N\NC(=O)c1c(C)nc2ccccn12)c1ccc(C(C)(C)C)cc1
  A: 7% | B: 61%[activator] | C: -32 | D: ? | E: 2% | F: 4%
CCn1c(Cc2ccc(OC)cc2)nc2ccccc21
  A: -25% | B: -2% | C: -27 | D: -1% | E: -14% | F: ?
COc1ccc(OC)c(CN2CCC(CO)(CCOc3ccccc3)CC2)c1
  A: 18% | B: -5% | C: 52 | D: 0% | E: 4% | F: 0%
CCOC(=O)c1c(C)[nH]c2cc(Br)c(OC)cc12
  A: 12% | B: -10% | C: 27 | D: 5.6µM* | E: ? | F: -4%[12.9 µM]
CN(C)c1nc2n(c(=O)n1)C(C#N)CS2 (stereo unspecified)
  A: -4% | B: -10% | C: -8 | D: 21% | E: -3% | F: -1%
COc1ccccc1NC(=O)c1oc2ccccc2c1NC(=O)C1CCCCC1
  A: 4% | B: . | C: 3 | D: . | E: 15% | F: .
CCCCNc1oc(-c2ccc(COc3ccccc3C)o2)nc1C#N
  A: -1% | B: . | C: -30 | D: . | E: 16% | F: .
Brc1ccc(-c2nnc3n2CCCCC3)cc1
  A: 2% | B: -3% | C: -3 | D: -20% | E: 6% | F: -8%
CCn1ccc(C(=O)N2CCN(c3ncccn3)CC2)n1
  A: -18% | B: -5% | C: -12 | D: 25% | E: -4% | F: .
O=C(NCCc1cccc(Cl)c1)c1ccc(OC2CCN(Cc3ccccn3)CC2)cc1
  A: -27% | B: 110%[activator] | C: -71* | D: ? | E: -13% | F: 14%
COc1ccc(NC(=O)CS(=O)(=O)Cc2ccccc2)c([N+](=O)[O-])c1
  A: -12% | B: -25% | C: -6 | D: 7% | E: -9% | F: 10%
CCN(CC)c1ccc(NC(=O)CCCCCN2C(=O)c3ccccc3C2=O)cc1
  A: -6% | B: 3% | C: -38 | D: -23% | E: -2% | F: -12%
COc1ccccc1C1=NOC(Cn2c(NCC3CCCO3)nc3c2c(=O)n(C)c(=O)n3C)C1 (stereo unspecified)
  A: 1% | B: -2% | C: 22 | D: 11% | E: 6% | F: 1%
OC(c1ccccc1)(c1ccccc1)C1CCCN1 (stereo unspecified)
  A: 6% | B: -20% | C: -5 | D: 7% | E: -6% | F: 3%
CCOC(=O)N1CCC2(CC1)OC(=O)C(C)=C2C(=O)NCc1cccc(OC)c1
  A: 3% | B: . | C: 0 | D: . | E: 12% | F: .
N=c1c2c3c(sc2ncn1Nc1ccccc1)CCC3
  A: -10% | B: -37% | C: -5 | D: ? | E: 1% | F: -3%
CC1CC(C)CN(C(=O)COC(=O)c2cccc(S(=O)(=O)N(C)c3ccccc3)c2)C1 (stereo unspecified)
  A: -4% | B: 56% | C: -34 | D: -11% | E: -14% | F: .
CC(=O)Nc1ccc(S(=O)(=O)NCCC(=O)Nc2ccc(C)cn2)cc1
  A: ? | B: -20% | C: -10 | D: 3% | E: 3% | F: .
Cc1ccc2nc(SCc3nc4cc(Cl)ccc4c(=O)[nH]3)[nH]c2c1
  A: 5% | B: -40% | C: -19 | D: ? | E: ? | F: 1%
COc1ccccc1CNC(=O)CSc1nc(-c2ccccc2)cn1N
  A: -13% | B: -17% | C: 42 | D: -22% | E: -8% | F: -11%
Cc1cccc(OC(C)C(=O)NCc2ccc(S(N)(=O)=O)cc2)c1 (stereo unspecified)
  A: 2% | B: -22% | C: -31 | D: 4% | E: 0% | F: 2%
Cc1ccc(NC(=O)CSc2ccc(C(N)=O)cc2[N+](=O)[O-])cc1C
  A: 3% | B: 3%[2.29 µM] | C: 16 | D: 6% | E: ? | F: 5%
CCOc1cccc(-c2nn3c(-c4ccccn4)nnc3s2)c1
  A: 0% | B: 8% | C: ? | D: -18% | E: -16% | F: 1%
CCCCOc1cccc(C(=O)Nc2ccccc2N2CCCC2)c1
  A: 2% | B: -34% | C: -11 | D: 13µM* | E: -14% | F: -26%
COC(=O)c1sccc1S(=O)(=O)NCc1ccc(S(N)(=O)=O)cc1
  A: 4% | B: -21% | C: 4 | D: 19% | E: -8% | F: .
Cc1ccc(S(=O)(=O)n2ccnc2)cc1C
  A: 4% | B: -16% | C: 6 | D: 11% | E: -12% | F: -6%
CCOc1ccc(NC(=O)CC2C(=O)N(c3ccc(Cl)cc3)C(=O)N2Cc2cccs2)cc1 (stereo unspecified)
  A: 9% | B: . | C: -25 | D: . | E: 1% | F: .
O=C(OCCN1CCOCC1)c1ccc2c(c1)OCCO2
  A: 1% | B: . | C: 72 | D: 14% | E: 0% | F: -2%
CCC(CC)C(=O)Nc1cc(Cl)ccc1C
  A: 12% | B: -7% | C: . | D: . | E: -11% | F: 4%
O=C(C1=C(O)C(=O)N(Cc2ccco2)C1c1cccc([N+](=O)[O-])c1)c1ccco1 (stereo unspecified)
  A: -22% | B: -9% | C: 8 | D: . | E: -1% | F: -25%
